Compound activity as filed in PubChem.
Mdm2-MdmX inh = human Mdm2/MdmX binding inhibition; SaOS-2 split-luciferase Mdm2/MdmX complementation, luminescence; inhibition, % at 8 µM; O15151+Q00987; actives 3% (n = 330,000);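 active means inhibition of at least 50% at 8 µM in the primary screen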
Target sequence (O15151 whole entry, looked up): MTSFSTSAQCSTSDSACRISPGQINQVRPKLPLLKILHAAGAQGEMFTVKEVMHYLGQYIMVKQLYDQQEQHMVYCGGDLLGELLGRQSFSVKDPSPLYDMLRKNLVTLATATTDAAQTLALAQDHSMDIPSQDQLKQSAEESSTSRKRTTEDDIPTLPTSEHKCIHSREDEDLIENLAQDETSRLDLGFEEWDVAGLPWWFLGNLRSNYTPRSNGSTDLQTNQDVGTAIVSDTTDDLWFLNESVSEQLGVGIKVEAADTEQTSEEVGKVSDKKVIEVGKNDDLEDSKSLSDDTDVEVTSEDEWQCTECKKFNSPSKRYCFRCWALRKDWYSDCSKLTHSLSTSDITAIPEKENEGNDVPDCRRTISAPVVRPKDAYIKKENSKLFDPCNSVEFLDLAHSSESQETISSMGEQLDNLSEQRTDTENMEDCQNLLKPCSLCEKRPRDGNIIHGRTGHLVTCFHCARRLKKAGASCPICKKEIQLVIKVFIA
Target sequence (Q00987 whole entry, looked up): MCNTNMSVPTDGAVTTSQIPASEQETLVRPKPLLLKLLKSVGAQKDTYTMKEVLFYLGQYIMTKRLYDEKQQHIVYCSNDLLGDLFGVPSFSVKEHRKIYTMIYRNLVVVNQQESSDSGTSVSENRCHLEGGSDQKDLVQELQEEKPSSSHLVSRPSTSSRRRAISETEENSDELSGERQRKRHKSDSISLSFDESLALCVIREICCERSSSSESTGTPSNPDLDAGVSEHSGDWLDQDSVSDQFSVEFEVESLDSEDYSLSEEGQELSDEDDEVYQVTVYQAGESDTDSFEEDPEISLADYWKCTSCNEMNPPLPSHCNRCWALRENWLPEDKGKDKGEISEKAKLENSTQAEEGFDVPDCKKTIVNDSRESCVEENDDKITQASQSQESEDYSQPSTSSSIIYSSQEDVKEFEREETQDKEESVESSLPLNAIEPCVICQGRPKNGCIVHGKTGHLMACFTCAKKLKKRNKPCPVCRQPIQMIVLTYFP
CHOP UPR activ = apoptotic UPR (CHOP) activation; CHO-CHOP luciferase reporter, luminescence; percent of tunicamycin response over DMSO baseline; activation, % at 10 µM; actives 0.34% (n = 330,000);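 active means at 10 µM dose, activation of 40% or more, normalized to positive control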;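 further: 100% = tunicamycin at 10 µg/mL and 0% = DMSO alone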
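assay system = CHO CHOP reporter cells | amount = 500 CHO-CHOP cells per well | buffer or medium = F12 with 10% FBS | incubation = 16-18 h cell attachment, then 6 h compound exposure, 37 °C | detection = luminescence read with Steady-Glo | read-out = percent activation relative to tunicamycin control | controls = tunicamycin high control, DMSO low control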
XBP1 UPR activ = adaptive UPR (XBP1) activation; CHO-XBP1 luciferase reporter, IRE1-XBP1 UPR activation, luminescence; percent of tunicamycin response, DMSO as zero; activation, % at 20 µM; actives 0.33% (n = 330,000); AID 463104;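 active means versus positive control, 20 µM dose yields 30% or more activation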;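 further: 100% = tunicamycin at 10 µg/mL and 0% = DMSO only wells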
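assay system = CHO-XBP1 luciferase reporter cells | amount = 1000 cells/well | buffer or medium = F12 plus 10% FBS | compound dosing = single point, 20 µM final compound, 1% DMSO | incubation = 16-18 h cell attachment at 37 °C, then 6 h compound exposure | detection = Steady-Glo luminescence read | controls = tunicamycin 10 µg/mL and vehicle-only wells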
CXCR6 block = inhibitors of human CXCR6 receptor. O00574. CHO-K1 PathHunter CXCR6 beta-arrestin, luminescence. inhibition, % at 20 µM. actives 0.36% (n = 360,000). AID 602244; in the data active means inhibition above about 34%, passing the limit was not always enough;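 further: antagonist mode with CXCL16 agonist at 10 nM final; 0% = 10 nM CXCL16 with DMSO and 100% = unstimulated wells without agonist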
Gli-Sufu antag = antagonists of Gli-Sufu signaling; Sufu-KO-LIGHT fibroblasts, Gli luciferase reporter luminescence; inhibition, % at 5 µM; actives 0.74% (n = 340,000);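 active means inhibition above about 55%, limit read from the data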;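 further: 0% = DMSO-treated cells and 100% = wells with medium but no cells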
CCR6 antagonist = CCR6 (human) receptor antagonism. P51684. CHO-K1 CCR6 PathHunter beta-arrestin, luminescence, CCL20-stimulated. inhibition, % at 20 µM. actives 0.49% (n = 340,000). AID 493098;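 active means compounds whose inhibition of the agonist-driven luminescence signal at 20 µM reaches about 50%, limit read from the data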;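 further: cells stimulated with CCL20 at 14 nM final; plate controls were DMSO with CCL20 for no effect and DMSO without agonist for full effect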
EBI2 antag = blocks human EBI2 receptor beta-arrestin signaling; inhibition, % at 5 µM; P32249; EBI2 beta-arrestin recruitment, luminescence, 7a,25-OHC stimulated; actives 0.81% (n = 360,000); in the data active means inhibition above about 38%;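 further: enzyme fragment complementation signal reports receptor beta-arrestin coupling in cells; 0% = agonist plus DMSO wells and 100% = wells without agonist; some results beyond the cut were filed as inactive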
697 NFkB inh = lowers PMA/ionomycin-induced NF-kB signal in 697 B cells | 697 B-cell NF-kB luciferase reporter, 16 h | inhibition, % at 4 µM | actives 0.33% (n = 330,000); in the data active means inhibition above about 35%
Jurkat NFkB inh = lowers PMA/ionomycin-induced NF-kB signal in Jurkat cells; PMA/ionomycin-induced NF-kB luciferase reporter, luminescence; inhibition, % at 4 µM; actives 0.53% (n = 330,000); in the data active means inhibition above about 50%
* marks the source's active call; other numbers are inactive results; i = inactive; nt = no result given.

#1 CCCc1nnc(NC(=O)CCC(=O)Nc2ccc(Br)cc2)s1
#2 Cc1ccccc1C(=O)Nc1ccc2c(c1)CCCN2C(=O)c1cccs1
#3 CC1(C)CC(=O)C=C(c2ccc(Cl)c(C(F)(F)F)c2)C1
#4 Cc1cccc(NC(=O)CN(C)S(=O)(=O)c2ccc(-c3ccc(=O)[nH]n3)s2)c1C
#5 COc1cc(O)c(C(CC(=O)N2CCCCC2)c2cc(OC)c(OC)c(OC)c2)c(OC)c1 (stereo unspecified)
#6 CC(C)c1nnc(NC(=O)COc2ccc3c(c2)OCO3)s1
#7 Cc1ccc(NC(=O)CCC(=O)OC(C(=O)c2ccc(C)c(C)c2)c2ccccc2)c(C)c1 (stereo unspecified)
#8 O=C(Cn1cnc2scc(-c3ccc(F)cc3)c2c1=O)NCC(c1ccco1)N1CCCC1 (stereo unspecified)

entry no.	1	2	3	4	5	6	7	8
Mdm2-MdmX inh	19	84*	-21	23	-10	-20	10	21
CHOP UPR activ	-1.5	1.0	2.5	-0.7	1.2	6.1	1.4	2.5
XBP1 UPR activ	-2	-2	1	-4	3	5	-2	-3
CXCR6 block	2	-10	-6	7	2	3	3	6
Gli-Sufu antag	-4	-8	7	-8	2	-6	-3	14
CCR6 antagonist	15	5	13	-5	13	8	-8	13
EBI2 antag	-7	5	-4	2	-6	-8	1	1
697 NFkB inh	9	i	-3	-4	13	4	9	6
Jurkat NFkB inh	8	-52	-7	8	6	14	8	18

#9 CCn1cc(Br)c(C(=O)NN)n1
#10 CC(C)(C)NC(=O)NC(=O)COC(=O)Cc1ccc(Cl)cc1Cl
#11 C[n+]1ccccc1N1CCN(c2ccccc2Cl)CC1
#12 COc1cc(/C=C/C(=O)OCC(=O)NCc2cccs2)ccc1OC(F)F
#13 CCOCc1[nH]c(=S)[nH]c(=O)c1Cc1ccc(OCC(C)C)cc1
#14 CCO[C@H]1OC(C(=O)NCc2nc3ccccc3[nH]2)=C[C@@H](C2CCCCC2)[C@@H]1CCCO
#15 COc1cc(/C=C/C(=O)O)cc(S(=O)(=O)Nc2cc(C(F)(F)F)ccc2N2CCOCC2)c1OC
#16 CN(C)CCCNC(=O)C[C@H]1C[C@H](C(=O)N2CCOCC2)[C@@]2(CCC3CCCC3)c3[nH]c4cc(-c5ccco5)ccc4c3CCN2C1=O

entry no.	9	10	11	12	13	14	15	16
Mdm2-MdmX inh	2	-25	-16	7	22	-21	-14	95*
CHOP UPR activ	1.3	-0.7	0.5	-0.1	-1.5	-1.7	2.3	1.0
XBP1 UPR activ	1	0	0	2	-4	0	-2	-2
CXCR6 block	-5	-14	3	-11	-1	4	-1	-8
Gli-Sufu antag	-9	4	5	-8	0	9	-6	-7
CCR6 antagonist	0	25	-5	17	-19	10	-2	7
EBI2 antag	-3	1	-5	6	5	6	-5	-10
697 NFkB inh	-26	10	-17	-20	-11	-5	-9	5
Jurkat NFkB inh	-4	5	-4	-10	-4	20	8	nt

#17 C=C(C)C(=O)OCCCCCCOc1ccc(C(=O)O)cc1
#18 O=c1c2ccccc2ncn1CCc1ccncc1
#19 Cc1ccc(-c2nn(-c3ccccc3)cc2C(=O)N2CCOCC2)cc1C
#20 CCOc1ccccc1N1CC(C(=O)Nc2cccc(S(=O)(=O)N3CCCCC3)c2)CC1=O (stereo unspecified)
#21 NC(=O)c1ccc(SCC(=O)OCC(=O)NCC2CCCCC2)c([N+](=O)[O-])c1
#22 COc1ccccc1N1CCN(C(=O)c2c(-c3ccccc3)noc2C)CC1
#23 Cc1ccc(C)c(-n2c(-c3ccco3)n[nH]c2=S)c1
#24 COc1cc(Cl)c(C)cc1NC(=O)c1cccc(OC)c1OC

entry no.	17	18	19	20	21	22	23	24
Mdm2-MdmX inh	17	nt	15	-12	22	40	9	-111
CHOP UPR activ	0.4	nt	-0.4	-2.0	2.7	-2.7	0.0	1.2
XBP1 UPR activ	-3	nt	2	-1	-7	2	-2	-2
CXCR6 block	-9	0	6	-2	-2	-2	-6	1
Gli-Sufu antag	8	-1	1	-1	20	3	5	-59
CCR6 antagonist	13	3	7	-4	8	1	-13	4
EBI2 antag	-1	4	2	5	-2	-6	-2	30
697 NFkB inh	-13	nt	7	14	-5	-13	19	-26
Jurkat NFkB inh	-7	nt	-2	13	15	49	10	-45

#25 Cc1cc(C)c2oc(-c3ccc(C)c(NC(=S)NC(=O)/C=C/c4ccco4)c3)nc2c1
#26 COc1ccccc1/C=C/C(=O)OCC(=O)NNC(=O)c1ccccc1
#27 CCC1CCCCN1C(=O)c1sc2nc(C)nc(N(CC)CC)c2c1C (stereo unspecified)
#28 COc1ccc(Cc2noc(CN3CCN(C4CCc5ccccc5C4)CC3)n2)cc1OC (stereo unspecified)
#29 Cc1cc(OCC(=O)NC(Cc2c[nH]c3ccc(O)cc23)C(=O)O)c2c(C)c(C)c(=O)oc2c1 (stereo unspecified)
#30 Cc1ccc(Cl)cc1Nc1nc(N2CCOCC2)nc(N2CCOCC2)n1
#31 COc1ccc(OCCC(=O)OCC(=O)NCc2ccc(F)cc2)cc1
#32 COc1cc(N=Cc2c(CO)cnc(C)c2O)cc(OC)c1OC

entry no.	25	26	27	28	29	30	31	32
Mdm2-MdmX inh	38	1	-24	6	26	18	-19	-6
CHOP UPR activ	0.2	1.0	-0.6	-0.3	0.0	0.7	0.9	0.7
XBP1 UPR activ	7	-5	-5	-3	0	2	-1	-4
CXCR6 block	12	-3	0	-1	-3	8	7	-11
Gli-Sufu antag	2	5	5	47	8	-2	-5	-9
CCR6 antagonist	13	11	17	5	1	13	-9	-18
EBI2 antag	11	-1	12	15	4	27	4	-6
697 NFkB inh	2	3	-7	-4	5	12	16	6
Jurkat NFkB inh	-8	-9	4	-3	7	3	-2	3

#33 CCOC(=O)c1nc2cc3n(c(C)c-2c1C)C(C)C(C)=C3C (stereo unspecified)
#34 CC(=O)Nc1ccc(/C=C/c2ccc3cccc([N+](=O)[O-])c3n2)cc1
#35 Cc1ccccc1Cc1n[nH]c(=S)n1N
#36 O=C(C1=C[C@H](c2coc3ccccc3c2=O)C[C@H](OCCCCO)O1)N1CCN(Cc2ccccc2)CC1
#37 Cc1cccc(OCC(=O)NNC(=O)c2cc(S(=O)(=O)N(C)C)ccc2N2CCCC2)c1
#38 CCCCN(C(=O)CSc1nnc(Nc2ccccc2)s1)c1c(N)n(CCC)c(=O)[nH]c1=O
#39 CCOC(=O)c1cc(NC(=O)c2cc(C)on2)cc(C(=O)OCC)c1
#40 COc1ccc(CCC(C)NCC2CCCCC2)cc1 (stereo unspecified)

entry no.	33	34	35	36	37	38	39	40
Mdm2-MdmX inh	-11	8	32	3	-26	23	6	-34
CHOP UPR activ	-0.2	2.3	-1.0	-0.9	0.9	0.8	0.4	-1.1
XBP1 UPR activ	1	3	-3	0	-3	0	0	-3
CXCR6 block	-5	5	-11	2	-3	-1	-4	3
Gli-Sufu antag	2	-16	2	14	-4	-4	-6	18
CCR6 antagonist	24	9	7	10	4	4	8	8
EBI2 antag	-4	15	6	16	-11	7	2	-1
697 NFkB inh	-23	-37	4	9	12	-5	24	-6
Jurkat NFkB inh	-14	-42	12	16	12	-7	3	5

Later entries.
Order of results: Mdm2-MdmX inh	CHOP UPR activ	XBP1 UPR activ	CXCR6 block	Gli-Sufu antag	CCR6 antagonist	EBI2 antag	697 NFkB inh	Jurkat NFkB inh
(41) COc1cc(C(=O)NC2CCN(C)CC2)ccc1Nc1ncc2c(n1)N(Cc1ccccc1)CCC(=O)N2C
→ nt	nt	nt	2	91*	9	12	nt	nt
(42) C=C(C)CCC(C)N1CCC(n2nccc2NC(=O)CCCc2ccccc2)CC1 (stereo unspecified)
→ 12	-0.6	-3	6	30	2	8	6	9
(43) Cc1cc(S(=O)(=O)Nc2ccc(C(=O)NCC3CCCO3)cc2)ccc1F (stereo unspecified)
→ 11	-1.1	-1	-5	nt	nt	-1	6	1
(44) Cn1cc(/C=C2/SC(=O)N(c3ccccc3)C2=O)c2ccccc21
→ 2	4.8	1	5	-40	7	9	-67	-87
(45) Cc1ccc2c(c1)c1c3n2CCN(CC(O)CNC(C)C)C3CCC1 (stereo unspecified)
→ 29	3.4	-2	-2	16	2	-6	-19	-21
(46) CCCCCCC(=O)N1C/C=C\C(c2ccc(OC)cc2)N(Cc2ccc(F)cc2)C(=O)C1 (stereo unspecified)
→ 2	-2.7	-3	4	12	17	9	-17	-2
(47) CCOC(=O)Cc1cc(C)[nH]c1C(=O)OCC
→ 30	-0.6	-1	-4	1	2	2	0	3
(48) Cn1c(N)c(C(=O)COC(=O)c2cc(-c3ccco3)nc3ccccc23)c(=O)n(Cc2ccccc2)c1=O
→ 24	-0.2	-2	nt	nt	nt	nt	14	-11
(49) CCOC(=O)CSc1nnc(-c2cc(OC)c(OC)c(OC)c2)o1
→ 11	0.2	-2	-5	-6	9	-2	16	2
(50) CCCCNC(=S)NCc1ccc2c(c1)cc(C)n2C
→ -4	1.8	-1	1	6	-1	-2	-3	12
(51) COc1ccc(C(=O)OCC(=O)NCc2ccccc2)c(OC)c1OC
→ 5	0.2	4	-10	-2	-9	1	2	-2
(52) COc1ccc(-n2c(SCC(=O)C(C)(C)C)nc3c(sc(=S)n3-c3ccccc3)c2=O)c(OC)c1
→ 13	2.3	-4	8	10	1	24	-6	-10
(53) CSc1ccc(NC(=O)NCCCN2CCC(Cc3ccccc3)CC2)cc1
→ 61*	1.2	1	4	0	19	11	-10	1
(54) O=C(c1ccccc1)C1CCN(C(=O)c2c(F)cccc2F)CC1
→ 0	0.6	3	6	3	14	11	-16	-18
(55) CCOC(=O)CNC(=O)c1nn(-c2cccc(OC)c2)c(=O)c2ccccc12
→ -29	-2.0	-1	-1	-4	-17	-5	1	-10
(56) Cc1nc2ccc(NC(=O)c3ccc(C)c(S(=O)(=O)N4CCOCC4)c3)cc2s1
→ 27	3.3	-1	0	1	14	5	13	-3

Nine of the compounds above, with bars between the fields.
No. | SMILES | Mdm2-MdmX inh | CHOP UPR activ | XBP1 UPR activ | CXCR6 block | Gli-Sufu antag | CCR6 antagonist | EBI2 antag | 697 NFkB inh | Jurkat NFkB inh
48 | Cn1c(N)c(C(=O)COC(=O)c2cc(-c3ccco3)nc3ccccc23)c(=O)n(Cc2ccccc2)c1=O | 24 | -0.2 | -2 | nt | nt | nt | nt | 14 | -11
49 | CCOC(=O)CSc1nnc(-c2cc(OC)c(OC)c(OC)c2)o1 | 11 | 0.2 | -2 | -5 | -6 | 9 | -2 | 16 | 2
50 | CCCCNC(=S)NCc1ccc2c(c1)cc(C)n2C | -4 | 1.8 | -1 | 1 | 6 | -1 | -2 | -3 | 12
51 | COc1ccc(C(=O)OCC(=O)NCc2ccccc2)c(OC)c1OC | 5 | 0.2 | 4 | -10 | -2 | -9 | 1 | 2 | -2
52 | COc1ccc(-n2c(SCC(=O)C(C)(C)C)nc3c(sc(=S)n3-c3ccccc3)c2=O)c(OC)c1 | 13 | 2.3 | -4 | 8 | 10 | 1 | 24 | -6 | -10
53 | CSc1ccc(NC(=O)NCCCN2CCC(Cc3ccccc3)CC2)cc1 | 61* | 1.2 | 1 | 4 | 0 | 19 | 11 | -10 | 1
54 | O=C(c1ccccc1)C1CCN(C(=O)c2c(F)cccc2F)CC1 | 0 | 0.6 | 3 | 6 | 3 | 14 | 11 | -16 | -18
55 | CCOC(=O)CNC(=O)c1nn(-c2cccc(OC)c2)c(=O)c2ccccc12 | -29 | -2.0 | -1 | -1 | -4 | -17 | -5 | 1 | -10
56 | Cc1nc2ccc(NC(=O)c3ccc(C)c(S(=O)(=O)N4CCOCC4)c3)cc2s1 | 27 | 3.3 | -1 | 0 | 1 | 14 | 5 | 13 | -3
